AmpC no deterg: inhibitors of E. coli AmpC beta-lactamase without detergent | P00811 | AmpC nitrocefin hydrolysis, absorbance 480 nm, 0.0001% Triton | Potency, µM (top dose mostly 57.1 µM), inactives show at the top dose activity change, negative = inhibition, hits mostly inhibitors | 330,000 tested, 0.52% active | AID 485341;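 note: potency is the fitted concentration of half-maximal effect; plate controls were no compound for no effect and no enzyme for full effect; nearly all actives have a fitted effect of over 20% in size; some results filed as inactive show a strong effect at the top dose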
Target sequence (P00811 whole entry, looked up): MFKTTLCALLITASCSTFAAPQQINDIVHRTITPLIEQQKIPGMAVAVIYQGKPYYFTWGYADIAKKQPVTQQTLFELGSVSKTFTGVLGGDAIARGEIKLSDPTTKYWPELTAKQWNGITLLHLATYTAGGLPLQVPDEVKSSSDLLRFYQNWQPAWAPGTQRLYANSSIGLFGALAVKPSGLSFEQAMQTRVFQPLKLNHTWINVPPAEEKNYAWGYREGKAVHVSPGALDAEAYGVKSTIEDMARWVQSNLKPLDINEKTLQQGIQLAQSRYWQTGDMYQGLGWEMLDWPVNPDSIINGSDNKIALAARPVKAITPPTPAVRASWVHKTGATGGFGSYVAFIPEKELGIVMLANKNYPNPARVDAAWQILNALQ
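AmpC (5.3 nM in the dispensed reagent) in 20 mM phosphate pH 7.0 with 0.01% (detergent screen) or 0.0001% Triton X-100 was preincubated with compounds for 15 min at room temperature. Nitrocefin was then added from an 800 uM solution, and hydrolysis was followed at 480 nm.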
Tb PYK inh: blocks Trypanosoma brucei pyruvate kinase; AID 624173; Potency, µM (top dose mostly 76.8 µM), for the others: at the highest dose activity, negative = inhibition, most hits filed as inhibitors; TbPYK enzyme, Kinase-Glo Plus ATP luminescence, 45 min; 410,000 tested, 0.12% active; Q57TT1; note: potency is the fitted concentration of half-maximal effect; % is set by controls: 0 for no effect and ±100 for the full control effect; nearly all actives have a fitted effect of over 50% in size
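Quantitative HTS: titrated library compounds versus trypanosomal pyruvate kinase in TEA buffer (pH 7.2) containing KCl, MgCl2, BSA and Tween-20. Reactions were initiated with ADP, 130 uM final. Kinase-Glo Plus luminescence was read after 45 min at RT.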
CHX counter: affects cycloheximide protein synthesis inhibition readout, counter-screen | cell reporter, cycloheximide protein synthesis inhibition counterscreen | max response, % | 300,000 tested, 12% active | AID 2314; in the data active = max response mostly above about 13%, no sharp cut-off; inactive = mostly below about 14%; note: read at 38.3 µM for the half of the compounds with a filed dose; 0% is about no effect
Pf growth 48h: P. falciparum growth inhibition at 48 hours (one generation) | 310,000 tested, 5.9% active | Potency, µM (doses to about 28.7 µM), inactives show at the top dose activity change, negative = inhibition, actives largely listed as inhibitors | P. falciparum luciferase growth in erythrocytes, 48 h; note: potency is the fitted concentration of half-maximal effect; % is set by controls: 0 for no effect and ±100 for the full control effect
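Firefly luciferase activity from engineered P. falciparum reports growth; inhibitors lower the luminescent signal. Cultures contained 2% hematocrit erythrocytes at 0.1% final parasitemia.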
Pf growth 96h: inhibits malaria parasite growth, 96 h; P. falciparum luciferase reporter growth, 96 h; Potency, µM (series often up to 28.7 µM), for inactives: at the top dose activity change, negative = inhibition, actives largely listed as inhibitors; 320,000 tested, 6.9% active; note: potency is the fitted concentration of half-maximal effect; % is set by controls: 0 for no effect and ±100 for the full control effect
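96 h incubation, 37 C, 5% CO2, of luciferase-reporter P. falciparum-infected RBCs (2% hematocrit, 0.05% parasitemia final) with test compounds; endpoint luminescence.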
Shiga inhibitor: inhibitors of Shiga toxin in Vero cells; Vero cells, Shiga toxin protein synthesis inhibition reporter; inhibition, % at 38.7 µM; AID 2315; 290,000 tested, 9.2% active; in the data active = inhibition mostly above about 28%, no sharp cut-off; inactive = mostly below about 43%; note: 0% is about no effect
LmPK inhibitor: LmPK (Leishmania mexicana) enzyme inhibition | 290,000 tested, 0.37% active | purified LmPK, Kinase-Glo ATP luminescence, 1 h | Q27686 | Potency, µM (highest dose often 57.5 µM), without a hit: at the highest dose activity change, negative = inhibition, usual class: inhibitors; note: potency is the fitted concentration of half-maximal effect; % is set by controls: 0 for no effect and ±100 for the full control effect
Target sequence (Q27686 whole entry, looked up): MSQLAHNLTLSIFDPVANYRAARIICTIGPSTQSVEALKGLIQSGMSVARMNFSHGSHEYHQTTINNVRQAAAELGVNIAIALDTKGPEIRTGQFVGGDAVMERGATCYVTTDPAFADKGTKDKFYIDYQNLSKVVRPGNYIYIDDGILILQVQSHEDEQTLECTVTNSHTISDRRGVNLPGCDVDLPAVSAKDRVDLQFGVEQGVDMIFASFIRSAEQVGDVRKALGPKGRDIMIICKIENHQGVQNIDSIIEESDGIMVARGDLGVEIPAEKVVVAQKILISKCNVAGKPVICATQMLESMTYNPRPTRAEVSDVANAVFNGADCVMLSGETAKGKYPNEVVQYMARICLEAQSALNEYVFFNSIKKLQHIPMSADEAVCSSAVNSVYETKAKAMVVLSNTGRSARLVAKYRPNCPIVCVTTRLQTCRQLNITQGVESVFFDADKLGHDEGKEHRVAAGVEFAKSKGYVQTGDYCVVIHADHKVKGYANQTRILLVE
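0.1 nM LmPK, 0.5 mM PEP, 0.1 mM ADP; 50 mM imidazole pH 7.2, 7 mM MgCl2, 50 mM KCl; 1 h RT. Kinase-Glo luminescence readout, normalized to no-enzyme (full inhibition) and uninhibited wells.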
* = called active by the depositor; ? = inconclusive; . = not tested or not shown; & = joins results of further samples; [ ] = dose if it differs, or a comment. Unless noted, calls come from the whole dose curve; as a rule, active = well fitted curve in the direction sought with a large enough effect; inconclusive = small, poorly fitted or top-dose-only effect, or another doubt; inactive = no such curve, though single readings can be large; an effect the other way counts as inactive or inconclusive.

canonical_smiles | AmpC no deterg | Tb PYK inh | CHX counter | Pf growth 48h | Pf growth 96h | Shiga inhibitor | LmPK inhibitor
Cc1ccc(SCC(=O)N(C)C2CCS(=O)(=O)C2)cc1 (centres undefined) | -10% | -3% | -1 | 1% | ? | 12 | -1%
CCOC(=O)C1(Cc2ccc(Cl)cc2)CCN(C(=O)c2sc(C)nc2C)CC1 | 226%[activator] | -6% | -7 | ? | ? | 20 | 3%
COc1cc2[nH]c(=O)n(CCC(=O)N3CCN(Cc4ccc5c(c4)OCO5)CC3)c(=O)c2cc1OC | 142%[activator] | -9% | 6 | -23% | -23% | 8 | -7%
C=CCSc1nc(O)c(CC)c(=O)n1C(C)CC (centres undefined) | -25% | -7% | -4 | 6% | -3% | -4 | -1%
COCCCn1c(=NC(C)=O)c(C#N)cc2c(=O)n3cccc(C)c3nc21 | -13% | -4% | -1 | 3% | ? | 19 | -11%
Cn1cc(CN2C[C@H]3CC[C@H]2C3)c(-c2ccccc2F)n1 | -3% | -1% | -3 | 4% | ? | -4 | 1%
O=C(O)c1cccc(Nc2ccnc(Nc3cccc(C(=O)O)c3)n2)c1 | -13% | -15% | 29* | . | 356%[activator] | 79* | -1%
COc1ccc(CNS(=O)(=O)c2cc3c(cc2Cl)NC(=O)CO3)cc1 | -21% | -1%&3% | 1 | -7% | 33%[activator] | 2 | 1%
CCOC(=O)C1CCCN(C(=S)Nc2cc(C)cc(C)c2)C1 (centres undefined) | -32% | 0% | -2 | 11% | . | -15 | 6%
CCCCCCSc1cc(-c2nc3ccc(C)cn3c2NCc2ccccc2)ccc1OC | 4% | -2%&-7% | . | 4.1µM* | 10µM* | . | .
Cc1ccc(C(=O)CCC(=O)OC(C)C(=O)NC2CCCCC2C)cc1 (centres undefined) | 6% | 0% | . | ? | ? | . | .
O=C(CS(=O)(=O)Cc1ccccc1)N1CCN(Cc2ccc3c(c2)OCO3)CC1 | 19% | -15% | -2 | 4% | . | -7 | 0%
NS(=O)(=O)c1cc(Cl)c(Cl)c(S(N)(=O)=O)c1 | -9% | -12% | . | 11% | 26% | . | .
CC(C)Cc1oc(C(=O)O)cc1CN1CCOCC1 | -20% | 7% | -3 | 9% | ? | 17 | 6%
Cn1c(CNC(=O)CNS(=O)(=O)c2ccc(Cl)cc2)cc(=O)n(C)c1=O | -4% | 12% | 1 | 17% | 19% | 27 | -4%
Cc1cccc(N2C(=O)c3ccccc3C2=O)n1 | 2% | 3% | 9 | 13% | 32%[activator] | 15 | 5%
Cc1cc(C(=O)NNC(=O)c2ccc(Cl)cc2)c2ccccc2n1 | -13% | 5% | . | 12% | 24% | . | .
COc1ccccc1C(CNC(=O)COc1ccccc1C)N1CCCC1 (centres undefined) | 7% | 6% | . | -9% | ? | . | .
COC(=O)c1ccc(C(=O)OC)c(NC(=S)N2CCOCC2)c1 | -16% | 3% | -2 | 9% | 22% | -4 | -3%
CCOC(=O)C1=C(C)N=C2c3ccccc3C(=O)C2C1c1ccc(Br)cc1 (centres undefined) | -19% | . | -2 | 9.3µM* | ? | -4 | -2%
Cc1[nH]c(-c2ccc(F)cc2)cc1C(=O)N1CCN(c2cccc(Cl)c2)CC1 | 32% | 0% | -1 | ? | -20% | -11 | -1%
CN1CCN(CCCNC(=O)CCC(=O)N2CCOc3ccccc32)CC1 | 11% | -3% | 0 | 8% | 1% | -4 | -3%
CN(C)S(=O)(=O)c1ccc(Cl)c(C(=O)Nc2ccccc2[N+](=O)[O-])c1 | -31% | -14% | -3 | -3% | -21% | -8 | 1%
OC(CN1CCCCC1)Cn1c2ccccc2c2cc(Br)ccc21 (centres undefined) | 40% | -16% | -3 | 12µM* | 9.3µM* | -4 | 0%

5 structures from above, sorted by count of non-hydrogen atoms, ascending:
canonical_smiles | AmpC no deterg | Tb PYK inh | CHX counter | Pf growth 48h | Pf growth 96h | Shiga inhibitor | LmPK inhibitor
NS(=O)(=O)c1cc(Cl)c(Cl)c(S(N)(=O)=O)c1 | -9% | -12% | . | 11% | 26% | . | .
CC(C)Cc1oc(C(=O)O)cc1CN1CCOCC1 | -20% | 7% | -3 | 9% | ? | 17 | 6%
CN(C)S(=O)(=O)c1ccc(Cl)c(C(=O)Nc2ccccc2[N+](=O)[O-])c1 | -31% | -14% | -3 | -3% | -21% | -8 | 1%
COc1ccccc1C(CNC(=O)COc1ccccc1C)N1CCCC1 (centres undefined) | 7% | 6% | . | -9% | ? | . | .
Cc1[nH]c(-c2ccc(F)cc2)cc1C(=O)N1CCN(c2cccc(Cl)c2)CC1 | 32% | 0% | -1 | ? | -20% | -11 | -1%

Next results.
canonical_smiles | AmpC no deterg | Tb PYK inh | CHX counter | Pf growth 48h | Pf growth 96h | Shiga inhibitor | LmPK inhibitor
Cc1cc(NC(=O)CS(=O)(=O)c2cn(C)c3ccccc23)no1 | 10µM* | 2% | -4 | 5% | 21% | -2 | -3%
CCCn1c(NC(=O)C2COc3ccccc3O2)nc2ccccc21 (centres undefined) | -10% | 7% | -2 | 9.3µM* | ? | -5 | 6%
CC1(C)Cc2c(C#N)c(SCCC#N)nc(N3CCOCC3)c2CS1 | 35% | -6% | -2 | ? | 4.7µM* | -3 | -3%
O=C(CSc1nc2scc(-c3ccco3)c2c(=O)n1-c1ccccc1)NCC1CCCO1 (centres undefined) | 37% | . | -2 | -17% | . | 0 | -4%
CCC(O)(CC)C(=O)NN(C(=O)CCl)c1ccccc1 | -20% | 2% | 1 | ? | 5.2µM* | 5 | -2%
Cc1cc(Nc2ccc(F)cc2F)n2ncnc2n1 | -14% | -2% | -4 | 25% | -26% | -15 | -5%
CC(=O)Nc1cccc(C(=O)Nc2ccccc2N2CCOCC2)c1 | -7% | 5% | 13 | . | -1% | 16 | -1%
COC(=O)c1cccc(CSc2nc(-c3ccccc3)c(C#N)c(=O)[nH]2)c1 | -9% | -5% | 0 | 9% | 7% | -6 | 6%
Cc1oc(-c2ccccc2Cl)nc1CSCC(=O)NC1CC1 | -3% | 1% | -1 | ? | ? | 11 | 0%
COc1ccc(CCN2CC(C(=O)NCCc3cn[nH]c3)CCC2=O)cc1 (centres undefined) | 13% | -7% | 10 | 19% | -22% | -8 | -8%
O=C(N/C(=C\c1ccccc1Cl)C(=O)N1CCOCC1)c1ccc([N+](=O)[O-])cc1 | -10% | -1% | -3 | ? | ? | -8 | 2%
NCCCCCC(=O)OC1N=C(c2ccccc2Cl)c2cc(Br)ccc2NC1=O (centres undefined) | 74%[activator] | 3% | 13 | ? | -41% | -15 | 1%
Cn1cc(C(C[N+](=O)[O-])c2ccccc2)c2ccccc21 (centres undefined) | -37% | 2% | 1 | ? | -19% | -5 | 7%
COc1cc(C(=O)NCCOc2cccc3cccnc23)cc(OC)c1OC | 37% | 1% | 6 | 243%[activator] | -27% | 21 | 8%
O=C1/C(=C\c2ccc3c(c2)OCO3)CCC/C1=C/c1ccc2c(c1)OCO2 | -55% | -4% | 7 | 3% | 0% | 50 | 1%
COc1ccc(NC(=O)C2CC(c3ccc(Cl)cc3)=NO2)cc1OC (centres undefined) | 30% | 3% | 1 | -1% | 7% | -4 | -3%
CCN(CC)S(=O)(=O)c1ccc(N2CC(C(=O)N3CCOCC3)CC2=O)cc1 (centres undefined) | -8% | 10% | . | -3% | -5% | . | .
Cc1ccc(C(=O)NCC2CCCN2S(=O)(=O)c2ccc(C)cc2)cc1 (centres undefined) | 33% | -20% | . | ? | 10µM* | . | .
O=S(=O)(c1ccc2c(c1)OCO2)N1CCN(c2nnnn2-c2ccccc2)CC1 | 5% | -5% | 36* | ? | ? | 13 | 1%
NNC(=O)c1ccc(Cn2cc(Br)cn2)cc1 | -54% | -3% | -3 | -4% | ? | -17 | 5%
O=c1nc2ccccc2c2n1CC(CN1CCN(C(c3ccccc3)c3ccccc3)CC1)N2 (centres undefined) | 1% | -8% | -3 | ? | ? | 16 | 2%
O=C(c1ccco1)c1n[nH]nc1-c1ccccc1 | -10% | -4% | -3 | 6% | -13% | -5 | -1%
S=C(NCCCCNC(=S)NCc1ccccc1)NCc1ccccc1 | -35% | -4% | 4 | ? | -30% | -14 | 3%
CCN(C(=O)COC(=O)c1[nH]c(=O)[nH]c(=O)c1N)c1ccccc1 | -28% | -1% | -3 | 12% | 16% | -4 | 2%
CC12CN3CN(C1)CC(c1ccccc1)(C3)C2=O | -16% | -5% | -1 | -7% | -1% | -8 | 1%
C=CCNS(=O)(=O)c1cccc2cc(C(=O)O)c(O)cc12 | -20% | -10% | 3 | 39%[activator] | 42%[activator] | 3 | -5%
CC(C)=CCSc1nnc([C@@H](NC(=O)OC(C)(C)C)C(C)C)o1 | 17% | -2% | -2 | ? | ? | 21 | -1%
CCN(C(=O)CSc1cc(C)c2ccc(OC)cc2n1)C1CCS(=O)(=O)C1 (centres undefined) | 64%[activator] | 4% | -4 | -9% | 9% | 3 | 5%
FC(F)(F)c1ccccc1/C=N/Nc1ccccn1 | -44% | 1% | 25* | -23% | 29% | 59* | 0%
CCOC(=O)c1nnn(-c2nc(OC)nc(N3CCCC3)n2)c1-c1ccccc1 | -20% | 3% | -2 | 9% | 39%[activator] | -8 | 0%
CC(C)NC(=O)CCCc1c[nH]c2ccccc12 | -12% | 10% | 4 | 26% | 7% | 41 | -11%
COC(=O)Cc1cc(=O)n2[nH]c(C)cc2n1 | -5% | 12% | 1 | -18% | . | -3 | 4%
Cc1c(Cl)cccc1NC(=O)Nc1c(C)n(C)n(-c2ccccc2)c1=O | -2% | 2% | -1 | 8% | -17% | -14 | 1%
CC(C1CCN(Cc2cn(C)nc2-c2cccc(Cl)c2)CC1)N1CCOCC1 (centres undefined) | 7% | -12% | 4 | ? | -14% | -3 | -2%
Cc1occc1C(=O)N1CCN(Cc2ccccc2)CC1 | -8% | -14% | -2 | . | ? | -12 | 4%
Cc1ccc(N2C(=O)C(CN3CCCC3)C2c2ccccc2)cc1 (centres undefined) | 43% | 3% | -3 | ? | ? | 1 | 0%
COC(=O)c1ccc(NC(=O)Cn2c(-c3nonc3N)nc3ccccc32)cc1 | -11% | 4%&2% | -1 | 38%[activator] | 150%[activator] | -7 | -1%
CCCCNc1ccc2c3c(cccc13)C(=O)N(CCCC)C2=O | -50% | -5% | 2 | ? | ? | 27 | -3%
CC(=O)Nc1ccc(C(=O)N(C)C(C(=O)Nc2ccccc2)c2ccccn2)cc1 (centres undefined) | -12% | 12% | -3 | 0% | -6% | 2 | -2%

Compound activity from PubChem.

The order is random. Share with any hit: about 22%.
